TSHR antagonist: antagonists of human thyroid stimulating hormone receptor | TSHR-expressing cells, TSH-stimulated cAMP HTRF, 2 h; hits give low values | actives 0.2% (n = 330,000) | activity change, negative = inhibition, % at 11.5 µM | P16473;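 active = activity change below a set negative limit, meaning inhibition stronger than a set level, cut at about -70% in these data; inconclusive = activity change between two set negative limits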; also: % is scaled to controls: 0 for no effect and ±100 for the full control effect
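Cell-based HTRF cAMP assay; TSHR cells + compound, TSH EC80 (4nM final), 2 h, 37 deg C. Lysis with anti-cAMP cryptate and cAMP-d2, 30 min RT, read 665/620 nm.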
a7 integrin act: integrin-mediated muscular dystrophy alleviation activation; alpha7betagal myoblasts, beta-gal FDG fluorescence, 48 h; AID 624291; Potency, µM (series often up to 38.3 µM), inactives show at the highest dose activation, hits mostly activators; actives 0.064% (n = 350,000);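 also: potency is read from the fitted curve at half-maximal effect; 100% = response of the positive control SU9516; nearly all actives have a fitted effect of over 60% in size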
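alpha7betagal+/- myoblasts (passage 13, 250/well) treated 48 h at 37C with compounds at 1:260 dilution of DMSO stock. Lysed, then beta-galactosidase activity read as FDG fluorescence (ex 480/em 540) after 30 min, with pre-read for autofluorescence.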
Mito fusion yeast: inhibitors of mitochondrial division or activators of mitochondrial fusion | actives 0.23% (n = 320,000) | AID 485298 | S. cerevisiae fusion-defective mutant growth rescue, CellTiterGlo 48 h | Potency, µM (highest dose often 46.1 µM), without a hit: at the top dose growth rescue (activation), actives largely listed as activators;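 also: potency is read from the fitted curve at half-maximal effect; % of control where 0% means no effect; nearly all actives have a fitted effect of over 45% in size; temperature-sensitive fusion mutants such as fzo1-1 at 37 °C on non-fermentable ethanol glycerol medium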
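Read-out: ATP-based luminescence (CellTiterGlo, 10 min ambient) reporting growth of fusion-defective ts yeast after 48 hours at 37C on glycerol/ethanol YPEG medium in the presence of compound.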
A-T KAP1 phos: potential ataxia-telangiectasia treatment | […] A-T fibroblasts, KAP-1 phosphorylation AlphaLISA; neocarzinostatin DNA damage 30 min before lysis | Potency, µM (series often up to 57.5 µM), for inactives: at the highest dose activation, hits mostly activators | actives 0.19% (n = 320,000) | AID 485349; also: potency is read from the fitted curve at half-maximal effect; % of control where 0% means no effect; nearly all actives have a fitted effect of over 45% in size
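hTERT-immortalized A-T patient fibroblasts ([…]), 500 cells/well in OPTI-MEM, 1% FBS, got compounds for 60 min, then NCS for 30 min at 37C. Lysates were then assayed for phospho-KAP-1 by AlphaLISA (anti-pKAP1 donor, anti-KAP1 acceptor beads), 6 hr at 25C.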
S-ASM inh: blocks human secretory acid sphingomyelinase; P17405; placental ASM, HMU-PC fluorogenic substrate, 60 min; Potency, µM (series often up to 57.5 µM), for inactives: at the highest dose activity change, negative = inhibition, usual class: inhibitors; actives 0.006% (n = 340,000); AID 504937; also: potency is read from the fitted curve at half-maximal effect
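HMU-PC0 cleavage (9 uM final) by human placental ASM, 60 min at 37 °C following 10 min compound exposure at RT; stopped at pH 10, fluorescence Ex 386/Em 447 nm.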
TSG101-PTAP inh: blocks PTAP/TSG101 interaction to inhibit HIV-1 budding. AID 493005. 340,000 tested, under 10 active. Fluorescence polarization, FITC-PTAP peptide / Tsg101 binding. Potency, µM (highest dose often 115 µM), inactives show top-dose activity change, negative = inhibition, usual class: inhibitors; active = well fitted inhibition curve with a large enough effect in the main read-out, with a control signal flat, not every such curve was filed as active; inconclusive = small, poorly fitted or top-dose-only effect, or effect the other way, or a change in a side signal; inactive = no such curve, though single readings can be large or run the other way; also: potency is read from the fitted curve at half-maximal effect; % of control where 0% means no effect
Target sequence (Q99816 whole entry, looked up): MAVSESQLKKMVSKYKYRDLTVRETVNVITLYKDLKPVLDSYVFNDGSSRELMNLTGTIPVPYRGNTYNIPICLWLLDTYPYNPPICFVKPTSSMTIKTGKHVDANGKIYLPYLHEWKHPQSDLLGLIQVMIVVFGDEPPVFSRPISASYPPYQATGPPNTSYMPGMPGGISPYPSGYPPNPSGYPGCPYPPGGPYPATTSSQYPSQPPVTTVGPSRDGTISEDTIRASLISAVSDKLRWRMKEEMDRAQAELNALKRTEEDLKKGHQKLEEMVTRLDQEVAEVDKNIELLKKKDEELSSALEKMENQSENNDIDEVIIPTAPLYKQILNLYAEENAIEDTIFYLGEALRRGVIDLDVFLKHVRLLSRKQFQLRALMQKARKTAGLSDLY
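FP read-out: FITC-PTAP peptide, 50 nM final, binding Tsg101 binding domain, 10 uM final; 20 min, r.t.; 10 mM HEPES pH 7.5, 0.15 M NaCl, 0.01% Tween 20, 3 mM EDTA, 0.1 mM TCEP.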
TCR act: T cell receptor activation; primary human leukocytes, anti-CD3, IL-2 HTRF, 48 h; Potency, µM (series often up to 9.22 µM), for the others: at the highest dose activation of IL-2 secretion, actives largely listed as activators; 330,000 tested, under 10 active; AID 504894; also: % of control where 0% means no effect
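Using a-CD3 beads without co-stimulation, primary human leukocytes were exposed to compounds for 48 hr. An HTRF IL-2 kit measured the cytokine, with europium-to-d2 energy transfer producing emission at 665nm upon 320nm excitation.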
CXXC DNA block: inhibitors of human MLL CXXC domain-DNA interaction; Potency, µM (doses to about 115 µM), for the others: top-dose activity change, negative = inhibition, most hits filed as inhibitors; actives 0.037% (n = 290,000); MLL-CXXC / FITC-HOXA9 DNA fluorescence polarization; active = well fitted inhibition curve with a large enough effect in the polarisation, with a control signal flat, not every such curve was filed as active; inconclusive = small, poorly fitted or top-dose-only effect, or effect the other way, or a change in a side signal; inactive = no such curve, though single readings can be large or run the other way; the % refers to the polarisation; also: potency is read from the fitted curve at half-maximal effect
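Fluorescence polarization: 7 uM MLL-CXXC (stock) preincubated 5 min with compounds, then 50 nM fluorescein-HOX-A9 DNA (stock) added; 30 min ambient. Buffer 50 mM Tris-HCl pH 7.5, 50 mM NaCl, 1 mM DTT, 0.05% BSA.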
MBNL1-CUG inh: inhibitors of human MBNL1 binding to CUG repeat RNA; actives 0.036% (n = 280,000); Potency, µM (doses to about 57.5 µM), for the others: at the highest dose activity change, negative = inhibition, actives largely listed as inhibitors; Q9NR56; TR-FRET MBNL1-His/biotin-(CUG)12 binding, 665/545 ratio; active = well fitted inhibition curve with a large enough effect in the signal ratio, with a control signal flat, not every such curve was filed as active; inconclusive = small, poorly fitted or top-dose-only effect, or effect the other way, or a change in a side signal; inactive = no such curve, though single readings can be large or run the other way; the % refers to the signal ratio; also: potency is read from the fitted curve at half-maximal effect; % is scaled to controls: 0 for no effect and ±100 for the full control effect
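Compounds (final 92 nM to 58 uM) are added to His-tagged MBNL1 and biotin-(CUG)12, then terbium anti-His antibody and streptavidin-XL665 (5 nM final). After 60 min at room temperature, the 665/545 nm ratio is read.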
Menin MLL FP TR: inhibitors of human menin-MLL interaction, mutant MLL peptide | O00255 | AID 1768 | actives 0.23% (n = 270,000) | Menin + Texas Red MLL mutant peptide, fluorescence polarization | Potency, µM (titrated, usually from 61.6 µM), without a hit: top-dose FP activity change, negative = inhibition, actives largely listed as inhibitors; active = well fitted inhibition curve with a large enough effect in the polarisation, with a control signal flat, not every such curve was filed as active; inconclusive = small, poorly fitted or top-dose-only effect, or effect the other way, or a change in a side signal; inactive = no such curve, though single readings can be large or run the other way; the % refers to the polarisation; also: potency is read from the fitted curve at half-maximal effect; % of control where 0% means no effect; many of its hits are not listed in these tables
Target sequence (O00255 whole entry, looked up): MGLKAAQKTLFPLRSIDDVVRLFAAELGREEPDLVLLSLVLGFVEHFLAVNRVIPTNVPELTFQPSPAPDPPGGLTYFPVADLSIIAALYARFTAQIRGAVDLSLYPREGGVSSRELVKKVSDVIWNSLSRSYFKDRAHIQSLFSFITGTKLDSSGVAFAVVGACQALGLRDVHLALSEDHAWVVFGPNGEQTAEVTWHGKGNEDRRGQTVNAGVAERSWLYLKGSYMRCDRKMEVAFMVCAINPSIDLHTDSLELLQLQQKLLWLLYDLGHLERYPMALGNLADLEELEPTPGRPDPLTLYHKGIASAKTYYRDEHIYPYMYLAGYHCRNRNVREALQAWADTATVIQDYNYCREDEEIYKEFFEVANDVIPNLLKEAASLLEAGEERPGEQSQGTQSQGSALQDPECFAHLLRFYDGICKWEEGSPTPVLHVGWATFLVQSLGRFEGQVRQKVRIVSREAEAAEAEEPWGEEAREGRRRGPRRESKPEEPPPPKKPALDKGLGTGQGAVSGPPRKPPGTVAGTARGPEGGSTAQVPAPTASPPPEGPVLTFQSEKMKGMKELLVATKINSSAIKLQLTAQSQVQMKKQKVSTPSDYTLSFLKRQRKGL
* = called active by the depositor; ? = inconclusive; . = not tested or not shown; [ ] = remark or other dose. Unless noted, calls follow the shape of the dose curve; as a rule, active = well fitted curve in the direction sought with a large enough effect; inconclusive = small, poorly fitted or top-dose-only effect, or another doubt; inactive = no such curve, though single readings can be large; an effect the other way counts as inactive or inconclusive. These rows are one share of the data; the hit share may differ from the screen's.

Sequence of screens – Mito fusion yeast | MBNL1-CUG inh | TCR act | CXXC DNA block | a7 integrin act | TSG101-PTAP inh | Menin MLL FP TR | TSHR antagonist | S-ASM inh | A-T KAP1 phos
1	COc1ccccc1N1CCN(S(=O)(=O)c2ccc3c4c(cccc24)C(=O)N3C)CC1
  9.5% | 4.8% | . | 8.5% | . | . | -17.5% | 5.0 | . | -6.3%
2	CC1CCC(NC(=O)c2cccc(S(=O)(=O)N3CCN(C)CC3)c2)CC1 (stereo not drawn)
  2.9% | . | -2.1% | . | -23.6% | -3.4% | . | 1.9 | 6.1% | -4.8%
3	COc1ccc(-c2[nH]ncc2-c2cnc(C)s2)c(O)c1
  -4.0% | -6.1% | 4.7% | -1.8% | 10.8% | -6.8% | -1.8% | -6.8 | -0.7% | -4.2%
4	N#CCCn1nc(-c2ccccc2)cc1Nc1ccccc1NC(=O)C(F)(F)F
  0.2% | 1.3% | -4.5%[46.1 µM] | 6.6% | 22.3% | -3.3% | 12.9% | 7.7 | -3.0% | 4.4%
5	COC(=O)C[C@H]1c2cc(F)ccc2S(=O)(=O)N1Cc1ccccc1
  . | . | -2.5% | . | 6.8% | -1.7% | . | . | 0.7% | .
6	CC(=O)NC(C1C(=O)CC(C)(C)CC1=O)(C(F)(F)F)C(F)(F)F
  11.2% | -18.9% | -11.6% | -3.6% | -17.6% | -5.0% | 18.9% | 46.9 | -0.1% | -0.1%
7	COc1ccc(CCNC(=O)CCc2cn(C)c3ccccc23)c(OC)c1
  -10.0% | 1.0% | 12.3% | 9.6% | 7.9% | 1.8% | ? | 0.1 | -3.1% | -0.4%
8	Cn1c(=O)c2c(nc(NCCCN3CCOCC3)n2Cc2ccc(Cl)cc2)n(C)c1=O
  -2.5% | -16.9% | 0.0% | 7.0% | 21.9% | -4.8% | -11.1% | -0.6 | -2.0% | -16.3%
9	CCOC(=O)N1CCN(C(=O)Nc2ccc3nc(C)c(C)nc3c2)CC1
  -3.8% | ? | -25.3% | 2.0% | 14.7% | 0.8% | -14.9% | . | 170.5%[activator] | 39.8µM*
10	O=C(Cn1nc(-c2ccco2)ccc1=O)Nc1cc(C(F)(F)F)ccc1Cl
  -1.5% | 31.3%[activator] | -104.1% | 3.6% | 5.3% | -2.1% | . | 1.1 | 8.9% | 1.3%
11	c1coc(CNc2nc(-c3cccs3)cs2)c1
  -14.4% | . | . | 3.0% | 7.0% | -1.9% | 4.0% | 1.4 | -1.8% | 2.0%
12	Cc1ccc(NC(=S)NC(CO)C(O)c2ccc([N+](=O)[O-])cc2)cc1 (stereo not drawn)
  7.4% | 16.6% | 5.5% | 13.7% | -0.2% | -5.0% | 18.0% | 5.8 | -0.4% | 4.3%
13	COc1ccc(C(=O)CCC(=O)O)c(C)c1
  0.4% | -2.1% | 8.2% | -5.2% | -13.2% | -5.5% | -13.7% | -11.9 | 2.3% | -0.3%
14	O=C(NCc1ccco1)c1cccc(S(=O)(=O)N2CCOCC2)c1
  0.0% | -10.1% | . | -13.8% | 13.2%[7.66 µM] | -4.6% | -10.8% | 10.8 | -11.4% | -2.0%
15	CCOc1ccc(CN2CCNC(=O)C2CC(=O)NCCCOc2cccnc2)cc1 (stereo not drawn)
  -4.3% | 1.8% | -3.9% | -0.6% | ? | -7.4% | -28.6% | 3.3 | 5.8% | 3.9%
16	O=c1c(Cc2ccc(F)cc2)c(O)ccn1Cc1cccc(Cl)c1
  -5.7% | 0.6% | 4.6% | 6.2% | 20.3% | -1.0% | 1.9% | -3.0 | 2.6% | -1.0%
17	CS(=O)(=O)Nc1ccc(C(=O)Nc2cccc([N+](=O)[O-])c2)cc1
  4.7% | ? | 3.1% | 2.7% | -13.7% | -13.9% | 0.2% | 3.6 | 1.5% | -5.3%
18	CCOC(=O)c1ccc(NC(=S)N2CCC(O)CC2)cc1
  -0.1% | -19.3% | -5.4%[46.1 µM] | -2.9% | 7.4% | -3.2% | 12.5% | -2.1 | -0.7% | 1.6%
19	CC(=O)Nc1ccc(C23CC4CC(CC(C4)C2)C3)cc1
  -5.6% | -6.9% | -16.6% | -7.7% | 2.8% | -6.4% | 25.8% | 16.5 | -13.5% | -1.3%
20	CC1CC2(CCCCC2)N2C(=O)C(=O)c3cccc1c32 (stereo not drawn)
  4.8% | ? | 0.9% | -10.0% | -36.4% | -6.2% | -26.4% | -20.3 | -11.6% | 8.2%
21	COc1cccc2sc(N(CCN(C)C)C(=O)c3ccc(S(=O)(=O)N4CCCC4)cc3)nc12
  0.6% | -9.6% | 1.0% | 20.9% | -19.5% | 0.6% | . | 1.1 | -0.1% | 15.4%
22	S=c1[nH]nc(Cc2sc(-c3ccccc3)nc2-c2ccccc2)o1
  0.3% | 23.8% | 2.6% | ? | 8.0% | -0.2% | ? | -18.4 | 3.0% | 3.7%
23	O=C(COc1ccc([N+](=O)[O-])cc1)Nc1cc(S(=O)(=O)N2CCCCC2)ccc1N1CCCCC1
  -3.3% | . | 7.5% | . | 15.7% | -0.7% | . | -3.9 | -0.2% | 5.6%
24	O=C1/C(=C/C=C/c2ccccc2)Oc2c1ccc(O)c2CN1CCN(CCO)CC1
  -4.8% | ? | 7.1% | ? | -26.2% | ? | . | -9.9 | 0.2% | -17.5%
25	N#CCCn1c(SCC(=O)NCc2ccco2)nc2ccccc21
  0.3% | 0.4% | -9.5% | -2.0% | -13.0% | -1.1% | -0.3% | 2.6 | 3.1% | -1.8%
26	O=C(CCc1c[nH]c2ccccc12)N1CCN(S(=O)(=O)c2ccc(F)cc2)CC1
  1.5% | . | 0.6% | . | 12.9% | -5.4% | . | -10.5 | 0.4% | 5.0%
27	CCOC(=O)N(NC(=O)C(O)(C(C)C)C(C)C)c1ccccc1
  -0.2% | 0.8% | 6.6% | -0.4% | 19.0% | -1.4% | -13.6% | 6.1 | 1.5% | -7.4%
28	Cn1nc(-c2ccccc2)c(/C=N/O)c1Cl
  9.9% | . | -5.4% | 12.8% | 3.9% | -4.4% | 9.3% | -9.9 | -1.2% | -1.0%
29	Cc1ccc(-c2nnc(-c3ccccc3Br)o2)cc1
  -9.5% | 5.2% | -2.4% | -11.4% | 13.5% | -0.7% | 0.1% | -17.2 | 0.0% | 20.7%
30	c1cnc2ccc(-c3ccc4ncccc4c3)cc2c1
  -5.7% | ? | 2.6% | -17.2% | -16.7% | -4.0% | -13.4% | -8.2 | -1.1% | 6.0%
31	O=C(NC1CCN(Cc2ccccc2)CC1)c1cccc(S(=O)(=O)Nc2ccc(SC(F)F)cc2)c1
  . | . | 6.5% | . | -17.4% | -3.1% | . | 4.8 | -4.5% | -6.1%
32	Cc1ccc(-c2csc(NC(=O)CCNC(=O)c3ccco3)n2)cc1
  -3.2% | -3.0% | 8.7% | 0.6% | 7.2% | -1.2% | 8.6% | 2.5 | -5.9% | -10.3%
33	O=C(COc1ccc(S(=O)(=O)NCc2ccccc2)cc1Cl)NCc1ccncc1
  -0.8% | -10.1% | 9.3% | -7.7% | -2.4% | 1.7% | -10.2% | -3.0 | -16.0% | 2.4%
34	C#CCn1c(S(=O)(=O)Cc2ccc(C)cc2)nc(-c2ccccc2)c1-c1ccccc1
  -0.5% | -10.3% | 7.3% | 3.2% | -45.0%[inhibitor] | -3.0% | 11.7% | -0.2 | -4.9% | 2.9%
35	CCc1nnc(NC(=O)c2ccc(NS(=O)(=O)c3ccccc3)cc2)s1
  -0.1% | 16.4% | 0.5%[46.1 µM] | 3.3% | -18.7% | -6.0% | 23.7% | -10.0 | 3.3% | .
36	CC1Cc2ccccc2N1C(=O)CCN1C(=O)C2C3C=CC(C3)C2C1=O (stereo not drawn)
  -1.1% | -12.3% | 8.2% | 4.1% | -13.2% | -1.5% | ? | -3.1 | 3.6% | 13.3%
37	CCN(C(=O)CCN1C(=O)/C(=C/c2ccccc2)SC1=S)C1CCS(=O)(=O)C1 (stereo not drawn)
  0.5% | ? | 1.2% | -5.3% | -64.2%[inhibitor] | -4.6% | . | -7.7 | -25.4% | -18.3%
38	Cc1ccc(NC(=O)CSc2ncc3ccccn23)cc1
  -5.2% | 5.7% | 3.6% | 7.8% | 1.8% | -3.6% | 8.0% | 7.5 | 1.9% | 1.1%

Screens deposited in PubChem BioAssay by National Center for Advancing Translational Sciences (NCATS).
